# HEK293 tox = cytotoxicity in counter-screen for GLP-1R inverse agonists | hit rate 0.13% among 410,000 | Potency, µM (titrated, usually from 38.3 µM), for the others: at the highest dose activity change, negative = inhibition, actives largely listed as inhibitors | HEK293 cAMP-luciferase reporter cells, luminescence, 24 h;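 also: loss of luciferase light is scored as toxicity; potency is read from the fitted curve at half-maximal effect; % is scaled to controls: 0 for no effect and ±100 for the full control effect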
#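 1536-well qHTS counterscreen of the MLSMR; 200 cells/uL, 12 h pre-incubation, 23 nL cpd, 24 h at 37 deg C 5% CO2, luciferase detection reagent, 12 min RT, luminescence. Inhibition = undesired.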
# PTHR1 agonist = PTHR1 (human) receptor agonism; Q03431; HEK293 GP2 PTHR1 cells, GloSensor cAMP luminescence, 1 h; Potency, µM (top dose mostly 115 µM), for inactives: at the highest dose activation, hits mostly activators; hit rate 0.075% among 410,000; also: potency is read from the fitted curve at half-maximal effect; nearly all actives have a fitted effect of over 55% in size; some results filed as inactive show a strong effect at the top dose; inactives centre near -15; many of its hits are not listed in these tables
# Target sequence (Q03431 whole entry, looked up): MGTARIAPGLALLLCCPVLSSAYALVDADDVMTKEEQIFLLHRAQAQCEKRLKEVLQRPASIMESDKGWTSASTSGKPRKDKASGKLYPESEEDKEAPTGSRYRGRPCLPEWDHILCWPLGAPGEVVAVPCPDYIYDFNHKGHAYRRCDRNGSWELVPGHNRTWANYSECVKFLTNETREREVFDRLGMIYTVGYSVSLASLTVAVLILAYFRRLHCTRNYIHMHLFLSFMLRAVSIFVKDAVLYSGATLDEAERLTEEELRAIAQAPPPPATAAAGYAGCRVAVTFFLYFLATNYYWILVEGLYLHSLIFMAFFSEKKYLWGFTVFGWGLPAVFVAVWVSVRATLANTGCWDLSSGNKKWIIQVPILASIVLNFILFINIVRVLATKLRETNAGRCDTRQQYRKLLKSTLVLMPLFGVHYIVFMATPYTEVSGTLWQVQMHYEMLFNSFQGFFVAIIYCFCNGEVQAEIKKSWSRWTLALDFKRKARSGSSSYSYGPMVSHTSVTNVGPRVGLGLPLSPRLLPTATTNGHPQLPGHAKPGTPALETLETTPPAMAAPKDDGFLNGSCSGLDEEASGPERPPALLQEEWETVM
#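 HEK-293-derived GP2 cells expressing PTHR1 and a GloSensor cAMP reporter, 3,000/well, plated overnight, given luciferin plus IBMX (each 0.5 mM as added) for 1 h at 37 °C, then compound for 1 h at 37 °C. Luminescence was read after 15 min at room temperature.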
# DRD3 antagonist = D3 dopamine receptor (human) antagonism; D3R cells, DiscoveRx beta-arrestin luminescence, antagonist mode; stronger effect = lower value; P35462; AID 652054; max response, negative = inhibition, %; hit rate 2.5% among 360,000; in the data active = max response below about -50%; inconclusive = no clear call, values can overlap the other calls; also: % is scaled to controls: 0 for no effect and ±100 for the full control effect; mostly tested at two doses, the higher about 12 µM
#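 Cells plated overnight at 1500 cells/well, then exposed to library compounds with dopamine controls for 90 minutes at 37 degrees C. DiscoveRx reagent added for 30–60 minutes at room temperature; luminescence read, quantitative HTS format.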
# GLP-1R inv ag = GLP-1 receptor (human) inverse agonism; Potency, µM (top dose mostly 38.3 µM), inactives show at the top dose activity change, negative = inhibition, most hits filed as inhibitors; HEK293 GLP-1R CRE-luciferase, luminescence, 24 h; GLP-1R form is constitutively active; hit rate 1.6% among 410,000; P43220; also: potency is read from the fitted curve at half-maximal effect; % is scaled to controls: 0 for no effect and ±100 for the full control effect; nearly all actives have a fitted effect of over 55% in size
# Target sequence (P43220 whole entry, looked up): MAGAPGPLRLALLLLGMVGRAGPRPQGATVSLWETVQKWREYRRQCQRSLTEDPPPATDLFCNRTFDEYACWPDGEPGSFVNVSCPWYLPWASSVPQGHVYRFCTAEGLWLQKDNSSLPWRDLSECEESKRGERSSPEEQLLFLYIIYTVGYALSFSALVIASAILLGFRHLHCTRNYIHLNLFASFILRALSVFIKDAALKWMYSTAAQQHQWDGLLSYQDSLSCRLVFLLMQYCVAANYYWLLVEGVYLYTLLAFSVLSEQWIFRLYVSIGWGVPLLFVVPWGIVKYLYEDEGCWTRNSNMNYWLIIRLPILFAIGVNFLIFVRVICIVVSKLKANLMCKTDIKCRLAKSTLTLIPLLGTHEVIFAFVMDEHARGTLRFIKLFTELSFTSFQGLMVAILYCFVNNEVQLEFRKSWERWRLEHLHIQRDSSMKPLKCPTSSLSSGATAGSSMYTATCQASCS
#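 HEK293 cells stably co-expressing constitutively active GLP-1R and a cAMP-responsive luciferase reporter were seeded in DMEM with 10% Nu serum, given compounds after 12 h, and incubated 24 h at 37 deg C. Luminescence was then read.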
# GLP1R ag = activates the human GLP-1 receptor; P43220; HEK293 GLP-1R CRE-luciferase, luminescence, 4-6 h; cells express a hypersensitive GLP-1R form; Potency, µM (doses to about 45.6 µM), for the others: at the top dose activation, usual class: activators; hit rate 0.007% among 380,000; AID 624172; also: potency is read from the fitted curve at half-maximal effect; % of control where 0% means no effect
# aSyn yeast inh = rescues yeast growth from alpha-synuclein toxicity. Potency, µM (doses to about 46.1 µM), without a hit: at the highest dose growth rescue (activation), most hits filed as activators. Yeast expressing alpha-synuclein, growth rescue, BacTiter-Glo, 24 h. hit rate 0.14% among 370,000; also: potency is read from the fitted curve at half-maximal effect; % of control where 0% means no effect; nearly all actives have a fitted effect of over 65% in size
#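 Screening used galactose-induced yeast with toxic alpha-synuclein levels, exposed to compound for 24 hr at 30 deg C. Cell growth, read with BacTiter-Glo luminescence, gave the measured signal.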
# D3 ag = agonists of human D3 dopamine receptor; P35462; D3R DiscoveRx beta-arrestin cells, luminescence, 90 min; max activation, %; hit rate 0.58% among 410,000; in the data active = max activation above about 30%; also: 0% is about no effect; mostly tested at two doses, the higher about 12 µM
#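 Agonist mode: compounds and dopamine controls were applied to plated cells for 90 min at 37 degrees C after an overnight attachment at 1500 cells/well. Luminescent read-out followed 30 - 60 minutes at room temperature with DiscoveRx detection reagent.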
# KB-V1 cytotox = KB-V1 MDR subline cytotoxicity; Potency, µM (highest dose often 46.1 µM), for the others: at the highest dose activity change, negative = cytotoxicity, hits mostly cytotoxic; KB-V1 MDR cells viability, CellTiter-Glo, 72 h; hit rate 3.4% among 400,000; also: potency is read from the fitted curve at half-maximal effect; % is scaled to controls: 0 for no effect and ±100 for the full control effect; nearly all actives have a fitted effect of over 60% in size
#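 Readout: CellTiter-Glo luminescence, 10 min after addition. Cells: KB-V1 MDR subline, 72 h at 37 degrees C with compound. Analysis: corrected, normalized data fitted to concentration-effect curves.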
# TDP43 rescue = inhibitors of TDP-43 toxicity in yeast | TDP-43 expressing yeast growth rescue, BacTiter-Glo, 24 h | Potency, µM (doses to about 46.1 µM), inactives show at the highest dose growth rescue (activation), hits mostly activators | hit rate 1.8% among 410,000; also: potency is read from the fitted curve at half-maximal effect; % of control where 0% means no effect; nearly all actives have a fitted effect of over 50% in size
#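 Galactose-induced TDP-43 yeast, OD600=0.02, compound pinned; 24 hr, 30 deg C; BacTiter-Glo luminescence for growth. Inhibitors of TDP-43 toxicity read as activators.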
# Numbers without * were called inactive; i = inactive; u = inconclusive; x = no result given; & = joins results of further samples; [ ] = another dose, or the depositor's remark. Unless noted, calls follow the shape of the dose curve; as a rule, active = well fitted curve in the direction sought with a large enough effect; inconclusive = small, poorly fitted or top-dose-only effect, or another doubt; inactive = no such curve, though single readings can be large; an effect the other way counts as inactive or inconclusive. The list is partial, so the mix of outcomes need not match the whole.
SMILES,HEK293 tox,PTHR1 agonist,DRD3 antagonist,GLP-1R inv ag,GLP1R ag,aSyn yeast inh,D3 ag,KB-V1 cytotox,TDP43 rescue
COC(=O)c1sc(NC(=O)c2c(F)cccc2F)c(C#N)c1C,6%,-29%,-9,11%,-2%,0%,8,u,3%
CCOC(=O)C1CCN(C(=O)c2cc3c(-c4ccc(OC)c(OC)c4)nn(C)c3s2)CC1,1%,i,14,68%[activator],u,-12%,-1,-8%,14µM*
Nc1ccccc1SC1CC(=O)N(c2ccc(Cl)c(Cl)c2)C1=O (stereo not given),-6%,i,36,u,4%,1%,1,2%,17%
CCC1(c2ccccc2)NC(=O)N(CC(=O)Nc2ccc(S(=O)(=O)Nc3ncccn3)cc2)C1=O (stereo not given),-5%,i,-8,3%,-5%,0%,-4,0%,8%
COc1ccc(NC(=O)Cn2nnc(C(=O)NCc3ccco3)c2N)c(OC)c1,2%&-17%,u,17,u,1%&-9%,13%,2&-4,-14%&1%,-6%&-19%
CCOC(=O)C1CCN(C(=O)c2ccc(OCC(=O)Nc3ccc(OCC)cc3)c(OC)c2)CC1,-9%,-13%,-9,-5%,8%,-13%,-2,-26%,12%
O=C(Nc1ccccc1)C1CC=CCC1C(=O)OCC1CCCO1 (stereo not given),-13%,i,4,12%,-5%,0%,-4,-13%,25%
CC(C)Cc1nnc(NC(=O)CCC(=O)NC2CCCCCCC2)s1,-8%,i,-11,-8%,2%,5%,-5,-2%,1%
Cn1c(Oc2ccc(F)cc2)nc2c1c(=O)n(Cc1ccccc1Cl)c(=O)n2C,-8%,i,x,11%,x,x,19,10µM*,14%
CC1(C(=O)NS(=O)(=O)c2ccc(C#N)cc2)CCN1C(=O)c1cccc2ccccc12 (stereo not given),-2%,i,8,10%,-4%,1%,0,3%,-2%
Cc1nnc(SCc2ccccc2)c2cc3sccc3n12,2%,-29%,x,u,x,x,-1,x,u
COc1cccc(C(C(=O)NC2CCCC2)N(Cc2ccco2)C(=O)c2ccco2)c1OC (stereo not given),-5%,u,-65*,0%,-7%,-17%,0,2.9µM*,-22%
CCc1nn(CC(=O)NCc2ccccc2Cl)c(=O)c2cccn12,-3%&4%,-35%&-1%[inhibitor],19,1%&9%,7%,6%,7&-3,9%&2%,-20%&17%
COc1ccc(C(C)=O)cc1CSc1nncn1C,-14%,24%,12,7%,0%,4%,1,u,3%
Nc1cc(N)nc(SCCOc2ccccc2)n1,10%,-10%[57.5 µM],-17,63%,3%,-9%,-6,3%,-3%
Cc1ccc(/C=C2\SC(=S)N(CCC(=O)Nc3ccc(O)cc3)C2=O)cc1,6%,-8%,8,-7%,-5%,5%,4,19%,0%
Cc1cc(C)n(C(=O)CCNC(=O)c2ccccc2Cl)n1,-2%,-11%[57.5 µM],4,2%,-5%,4%,5,5%,11%
COC(=O)[C@@]1(Cc2ccc(F)cc2)[C@H]2c3cc(C(=O)N4CCCC4)n(Cc4ccccc4)c3C[C@H]2CN1C(=O)c1ccccc1,-21%,-24%,-2,u,-3%,19%,-3,-5%,0%
Cc1ccc(S(=O)(=O)/N=C(\c2ccccc2)N(C)S(=O)(=O)c2ccccc2)cc1,7%,0%,0,-4%,1%,21%,-7,0%,18%
O=C(CCS(=O)(=O)Cc1ccccc1)NCC1CCCO1 (stereo not given),-5%,i,7,2%,-5%,1%,1,28%,-11%
O=C(CNC(=O)c1ccc(Br)cc1)Nc1ccc2c(c1)CCC2,58%[activator],2%,-6,12%,-33%[inhibitor],-1%,-20,-17%,24%
CCOc1ccc(S(=O)(=O)N2CCOCC2)cc1NC(=O)CN1C(=O)NC(C)(C2CC2)C1=O (stereo not given),5%,i,14,14%,-3%,0%,8,4%,3%
COC(=O)c1nnn(-c2ccc(Cl)c(Cl)c2)c1C(=O)OC,15%,i,2,21%,0%,1%,4,2%,-24%
CCOC(=O)c1ccc(NC2c3ccccc3C(=O)N2c2ccc(C)cn2)cc1 (stereo not given),1%,-24%,-12,-1%,2%,4µM*,2,0%,0%
COc1cccc(-c2nc3ccccc3c(=O)o2)c1,-6%,-6%[57.5 µM],-11,0%,5%,-7%,-3,1%,5%
CCOc1cc(-n2cnnn2)c(OCC)cc1NC(=O)c1cnccn1,-22%,-5%[57.5 µM],-10,23%,1%,-3%,1,-11%,-11%
COc1ccc(C)cc1NC(=O)CCC(=O)Nc1nnc(C(F)(F)F)s1,2%,21%[57.5 µM],30,1%,-4%,-1%,12,1%,2%
COc1ccc(CNC(=O)CNC(=O)c2ccc(C(C)(C)C)cc2)cc1OC,-5%,-58%[inhibitor],-25,7%,-2%,-4%,-1,11%,6%
Nc1nc(SCc2cccc(Br)c2)n[nH]1,3%,i,2,12%,13%,2%,-2,9%,9%
Cc1ccc(N2CCN(S(=O)(=O)N3CCCCC3)CC2)c(C)c1,19%,-55%[inhibitor],7,u,11%,1%,-1,-11%,-28%

# Arranged by length of the SMILES (high to low): four of the compounds above.
SMILES,HEK293 tox,PTHR1 agonist,DRD3 antagonist,GLP-1R inv ag,GLP1R ag,aSyn yeast inh,D3 ag,KB-V1 cytotox,TDP43 rescue
Cc1ccc(S(=O)(=O)/N=C(\c2ccccc2)N(C)S(=O)(=O)c2ccccc2)cc1,7%,0%,0,-4%,1%,21%,-7,0%,18%
CCOC(=O)c1ccc(NC2c3ccccc3C(=O)N2c2ccc(C)cn2)cc1 (stereo not given),1%,-24%,-12,-1%,2%,4µM*,2,0%,0%
COC(=O)c1nnn(-c2ccc(Cl)c(Cl)c2)c1C(=O)OC,15%,i,2,21%,0%,1%,4,2%,-24%
COc1cccc(-c2nc3ccccc3c(=O)o2)c1,-6%,-6%[57.5 µM],-11,0%,5%,-7%,-3,1%,5%

# Later entries:
SMILES,HEK293 tox,PTHR1 agonist,DRD3 antagonist,GLP-1R inv ag,GLP1R ag,aSyn yeast inh,D3 ag,KB-V1 cytotox,TDP43 rescue
CN(C(=O)COc1nnc(-c2cccs2)c(-c2cccs2)n1)c1ccccc1,-23%,-48%[inhibitor][57.5 µM],9,u,4%,10%,-15,-34%,3%
CC(OC(=O)CCNS(=O)(=O)c1ccccc1)C(=O)Nc1ccc(S(=O)(=O)N2CCCCC2)cc1 (stereo not given),-28%,-15%,-19,-4%,-1%,-2%,6,-11%,-7%
Nc1ccc(S(=O)(=O)Nc2ccc(Cl)nn2)cc1,12%,i,3,5%,-3%,-1%,0&9&6,u,2%
CC(CNC(=O)COC(=O)c1cccnc1Cl)c1ccccc1 (stereo not given),7%,-51%[inhibitor],-16,28%,10%,0%,-15,0%,-14%
COc1ccc(CCNC(=O)c2nnc(CS(=O)(=O)c3ccccc3)o2)cc1OC,1%,i,7,1%,-1%,-1%,2,-8%,7%
Cc1cccc(N2CCN(CCNC(=O)C3COc4ccccc4C3)CC2)c1C (stereo not given),11%,-14%,x,u,x,x,27,-12%,4%[9.22 µM]
COc1ccc(CC(=O)NCc2nnc(SCC(=O)Nc3ncc(C)s3)n2C)cc1,3%,-3%,3,10%,-1%,2%,-3,2%,0%
CCOC(=O)C(NC(=O)c1ccccc1)(Nc1cc(C)on1)C(F)(F)F (stereo not given),-1%,i,17,4%,-6%,-1%,-2,3%,8%
N#CCSCC(=O)Nc1ccc(F)cc1,7%,u,6,4%,0%,-5%,-2,6%,-9%
Nc1[nH]c(C(=O)c2ccccc2)c(-c2ccccc2Br)c1C(=O)NCCc1c[nH]c2ccccc12,-20%,-7%,35,u,-3%,-5%,3,u,u
CC(=O)OCCOCn1cnn2c(=O)c(Br)c(C)nc12,13%,-3%,22,16%,0%,4%,3,-4%,6%
CCc1cccc(NS(=O)(=O)c2ccc3c(c2)n(C)c(=O)c(=O)n3C)c1,0%,-39%[inhibitor],x,-8%,x,x,-17,x,1%
CCOC(=O)/C(C#N)=C/c1ccc(-c2ccccc2)o1,1%,-25%,x,-6%,x,x,-18,0%,12%
COc1ccc(Nc2nc(-c3ccccc3)cs2)cc1,-10%,-19%[57.5 µM],-3,u,-14%,-4%,25,3%,14%
C=CCn1c(SCC(=O)c2ccc(OC)cc2)nnc1-c1cc2cccc(OC)c2o1,8%,i,5,-28%,-10%,2%,6,-1%,10%
Cc1ccc(N2CC(C(=O)NC3CCC(C)CC3)CC2=O)cc1 (stereo not given),-2%,i,5,5%,-4%,7%,3,9%,24%
Cc1nc(SCC(=O)NCCc2ccccc2)nc(C)c1C,5%,i,1,-3%,1%,-1%,-9,-2%,-7%
CCOc1ccccc1-n1nnnc1SCC(=O)NCC1(N2CCOCC2)CCCCC1,u,-39%[inhibitor],-3,u,-3%,1%,2,-1%,-10%

# Among those listed so far, 4 have a thiophene ring, fused or not:
SMILES,HEK293 tox,PTHR1 agonist,DRD3 antagonist,GLP-1R inv ag,GLP1R ag,aSyn yeast inh,D3 ag,KB-V1 cytotox,TDP43 rescue
COC(=O)c1sc(NC(=O)c2c(F)cccc2F)c(C#N)c1C,6%,-29%,-9,11%,-2%,0%,8,u,3%
CCOC(=O)C1CCN(C(=O)c2cc3c(-c4ccc(OC)c(OC)c4)nn(C)c3s2)CC1,1%,i,14,68%[activator],u,-12%,-1,-8%,14µM*
Cc1nnc(SCc2ccccc2)c2cc3sccc3n12,2%,-29%,x,u,x,x,-1,x,u
CN(C(=O)COc1nnc(-c2cccs2)c(-c2cccs2)n1)c1ccccc1,-23%,-48%[inhibitor][57.5 µM],9,u,4%,10%,-15,-34%,3%
